Source: PubChem (several laboratories)
MT1-MMP txn act – activates MT1-MMP transcription | HT1080 MT1-MMP promoter luciferase reporter, luminescence, overnight; stronger effect = higher value | activation factor at 10 µM | 86,000 compounds, 0.16% hits;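 active = activation factor of at least 2 for MT1-MMP transcription at 10 µM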
PLAP activator – activators of human placental alkaline phosphatase; P05187; purified PLAP enzyme, luminescent substrate read-out; stronger effect = higher value; activation fold at 20 µM; 96,000 compounds, 1.2% hits; AID 696; in the data active = activation fold above about 2
E coli WT exp – growth inhibitors of E. coli BW25113 wild type; OD600 absorbance; growth inhibition, % at 100 µM; 98,000 compounds, 0.15% hits;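 active = growth inhibition above about 50% at one test dose, limit read from the data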;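 note: growth measured after 20 h incubation at 37 °C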
ERa SRC1 pot – ER-alpha (human) coactivator binding potentiation. AID 639. coactivator binding (% of control), % at 25.6 µM. TR-FRET ERalpha-LBD/SRC-Cy5 coactivator binding, 2 h; 100 = basal binding, no effect. P03372. 86,000 compounds, 1.3% hits; in the data active = activity above about 200%;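 note: binding measured in presence of low estradiol as agonist stimulus; 0% = peptide alone without receptor and 100% = receptor with peptide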
Target sequence (P03372 whole entry, looked up, the tested form may be a part): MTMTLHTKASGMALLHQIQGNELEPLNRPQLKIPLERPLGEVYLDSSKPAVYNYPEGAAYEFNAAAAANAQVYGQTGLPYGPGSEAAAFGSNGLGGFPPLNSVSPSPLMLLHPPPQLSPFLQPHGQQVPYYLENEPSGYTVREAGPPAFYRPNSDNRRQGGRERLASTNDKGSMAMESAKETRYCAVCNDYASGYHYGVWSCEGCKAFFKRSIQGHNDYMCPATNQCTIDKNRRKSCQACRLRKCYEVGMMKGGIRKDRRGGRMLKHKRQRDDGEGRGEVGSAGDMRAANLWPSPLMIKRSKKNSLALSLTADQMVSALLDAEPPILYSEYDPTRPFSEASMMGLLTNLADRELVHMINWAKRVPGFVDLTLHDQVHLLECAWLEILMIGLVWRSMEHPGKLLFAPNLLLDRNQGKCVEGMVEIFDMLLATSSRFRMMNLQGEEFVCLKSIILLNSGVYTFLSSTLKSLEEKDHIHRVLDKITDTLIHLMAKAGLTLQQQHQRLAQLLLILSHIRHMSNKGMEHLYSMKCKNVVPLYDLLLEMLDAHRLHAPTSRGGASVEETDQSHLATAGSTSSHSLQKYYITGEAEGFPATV
FAK inh – FAK (human) kinase inhibition | biochemical FAK kinase activity assay | inhibition, %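 (tested at 7 µM)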 | 97,000 compounds, 0.84% hits; in the data active = inhibition above about 19%;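 note: 0% = DMSO and 100% = reference compound high control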
Mac1 fbg enh – CD11b/CD18-fibrinogen binding enhancement | P05107+P11215 | K562 CD11b/CD18 adhesion to fibrinogen, ATPlite luminescence | activation, % at 10 µM | 93,000 compounds, 0.07% hits;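 active = 10 µM primary screen giving 50% or more activity, confirmed by 40% or more on retest at that dose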; note: strong numbers were not always called active; reference of the scale not given here
ERb coact inh – ER-beta (human) coactivator binding inhibition. Q92731. TR-FRET ER-beta LBD / SRC1-Cy5 peptide binding; receptor agonist-loaded with 1 µM estradiol. inhibition, % at 25.6 µM. 86,000 compounds, 1.3% hits;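 active = compounds whose percent inhibition of the receptor-coactivator binding signal exceeds about 50% in the single-dose screen, limit read from the data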;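 note: 0% = receptor plus peptide wells without compound and 100% = peptide-only wells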
Target sequence (Q92731 whole entry, looked up, the tested form may be a part): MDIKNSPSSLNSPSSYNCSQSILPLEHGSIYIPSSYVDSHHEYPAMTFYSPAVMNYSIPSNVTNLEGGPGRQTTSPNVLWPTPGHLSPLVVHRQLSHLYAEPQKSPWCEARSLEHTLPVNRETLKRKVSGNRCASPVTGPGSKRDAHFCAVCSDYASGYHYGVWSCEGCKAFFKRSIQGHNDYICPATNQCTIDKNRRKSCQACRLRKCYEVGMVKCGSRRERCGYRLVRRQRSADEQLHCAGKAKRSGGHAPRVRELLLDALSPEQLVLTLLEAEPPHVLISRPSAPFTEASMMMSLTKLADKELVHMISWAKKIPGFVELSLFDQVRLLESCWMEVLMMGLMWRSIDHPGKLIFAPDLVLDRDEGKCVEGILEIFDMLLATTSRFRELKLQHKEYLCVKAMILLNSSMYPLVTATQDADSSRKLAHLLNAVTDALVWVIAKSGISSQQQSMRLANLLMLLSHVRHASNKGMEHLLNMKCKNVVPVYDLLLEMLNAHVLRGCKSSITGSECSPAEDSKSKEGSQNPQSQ
ERa SRC1 inh – blocks coactivator binding to human estrogen receptor alpha | P03372 | TR-FRET ER-alpha LBD / SRC-1 peptide, estradiol-bound | inhibition, % at 25.6 µM | 86,000 compounds, 1.7% hits; in the data active = inhibition above about 50%;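 note: 0% = receptor plus peptide control and 100% = peptide only without receptor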
CD11b adhes inh – CD11b/CD18-fibrinogen binding inhibition; K562 CD11b/CD18 adhesion to fibrinogen, ATPlite luminescence; Mn2+ added to activate the integrin; inhibition, % at 10 µM; P05107+P11215; 93,000 compounds, 0.54% hits;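 active = primary inhibition of 50% or more at 10 µM, then 40% or more on retest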; note: some results filed as inactive read as strong as hits
An asterisk follows results filed as active; / = not tested or not shown; [ ] = remark or other dose.

SMILES	MT1-MMP txn act	PLAP activator	E coli WT exp	ERa SRC1 pot	FAK inh	Mac1 fbg enh	ERb coact inh	ERa SRC1 inh	CD11b adhes inh
O=C(C1Cc2ccccc2CN1S(=O)(=O)c1ccc(F)cc1)N1CCCCC1 (stereo unspecified)	1	1.1	-1	105	2	1	-2	2	-8
CN1CCN(c2ccccc2NC(=O)c2cccc(OCc3ccccc3)c2)CC1	1	1.4	-7	108	2	13	0[fluorescence artefact?]	-8	-12
CC(NC(=O)Nc1cccnc1)(C(F)(F)F)C(F)(F)F	1	1	5	126	1	0	2[fluorescence artefact?]	2[fluorescence artefact?]	-16
COc1ccc(C)cc1NC(=O)COC(=O)c1c(C)noc1C	1.2	0.8	-5	106	-2	-1	-6	-15	-8
Clc1ccc(Cl)c2sc(N3CCOCC3)nc12	1.3	/	/	105	-1	/	-4[fluorescence artefact?]	-9	/
CCN(CC)c1nc2nonc2nc1N(CC)CC	1.1	1.1	2	113	9	-3	6	2	0
CCCC(=O)Nc1cccn(Cc2ccccc2Br)c1=O	1.1	1.3	-4	100	/	-1	-7	-6	7
C/C(=C\C(=O)O)C(=O)Nc1nccs1	/	0.9	-3	/	1	-1	/	/	-4
CCc1c(C)nc2ncnn2c1N1CCCC(C(=O)NCc2ccco2)C1 (stereo unspecified)	1	1.5	4	107	2	-5	4[fluorescence artefact?]	8	11
COC(=O)CN(c1cc(C(F)(F)F)ccc1Cl)S(C)(=O)=O	1.2	1	8	/	3	0	/	/	3
Cc1ccccc1NC(=O)c1ocnc1C	1.1	/	-5	130	/	/	-7[fluorescence artefact?]	-2	/
COc1ccc2c(c1)CC/C(=C\C=C\c1ccccc1)C2=O	1.4	/	/	93	2	/	-6	-6	/
Oc1ccc(CN2CCCc3ccccc32)c2cccnc12	1.1	1.4	15	98	-1	4	1[fluorescence artefact?]	5	-28
CCC(=O)Nc1ccc(NC(=O)CN2CCCC(C)C2)c(Cl)c1 (stereo unspecified)	1.3	1.5	16	88	0	1	-16	-23	1
Cc1ccc(S(=O)(=O)n2cc(-c3ccccc3)c(N)n2)cc1	1.1	0.6	-8	104	1	-3	-11	-3	-3
COc1ccccc1CNC(=O)c1ccc(SC)cc1OC	/	0.9	-9	/	5	-4	/	/	3
O=C(Cn1cnc2c(nnn2-c2ccc(F)cc2)c1=O)N1CCCC1	1.1	1.1	-5	110	-1	0	12	8	2
Cc1cc(C(=O)NC(C)c2ccncc2)cs1 (stereo unspecified)	0.9	1.2	-2	109	0	5	-33[fluorescence artefact?]	-26	-6
CCc1cc2cc(C(=O)N3CCN(c4ccccc4)CC3)sc2s1	1.1	0.7	-13	120	1	-1	11[fluorescence artefact?]	-2[fluorescence artefact?]	12
CC(C)NC(=O)c1ccccc1S(=O)(=O)c1ccccc1C#N	/	1	3	/	-2	-1	/	/	5
COc1ccccc1OCC(=O)Nc1ccc(S(=O)(=O)Nc2nc(C)cc(C)n2)cc1	1	1.3	-2	82	-2	-2	-1	-4	6
CCn1c(C2CC(=O)N(c3ccc(C)c(C)c3)C2)nc2ccccc21 (stereo unspecified)	1.1	1.2	/	78[fluorescence artefact?]	/	-2	13	9	-12
COc1ccc(S(=O)(=O)N2CCC(N3CCCCC3)CC2)cc1	1	1.1	2	94	0	13	9	0	4
Cc1ccc(C2CC(C(F)(F)F)n3nc(C(=O)NCc4c(C)nn(C)c4C)c(Cl)c3N2)cc1 (stereo unspecified)	1	1.6	6	/	-1	-4	/	/	43
CCN(c1ccc(NC(=O)CN2C(=O)NC3(CCOc4ccccc43)C2=O)cc1)C(C)C (stereo unspecified)	/	1.7	11	/	3	1	/	/	-11
CCN(C(=O)c1ccc(NC(C)=O)cc1)c1ccccc1C	1.1	1.2	3	105	-3	-3	-8	1	8
COC(=O)CCC(=O)Nc1sc(C)c(C)c1C(N)=O	1.1	1.1	-1	84	/	-2	-1[fluorescence artefact?]	1[fluorescence artefact?]	-14
Cc1cc2ncn(CC(O)COc3cccc(C(=O)O)c3)c2cc1C (stereo unspecified)	1.1	1.5	5	104	-5	-2	40[fluorescence artefact?]	-6	2
O=C(O)c1ccc(S(=O)(=O)c2ccc3c(c2)C(=O)N(CC2CCCO2)C3=O)cc1 (stereo unspecified)	0.9	0.9	3	102	6	-4	-5	-9	-11
O=C(Nc1nc(-c2cc3ccccc3oc2=O)cs1)c1ccco1	1.2	1	-7	280*[fluorescence artefact?]	/	3	40	27	-6
CCC(=Nc1ccc(Cc2ccncc2)cc1)c1c(O)n(C)c(=O)n(C)c1=O	0.9	1	-9	113	6	-9	0[fluorescence artefact?]	0	87
CCOC(=O)N1CCN(c2c(NCCOC)c(=O)c2=O)CC1	/	1	-4	126	-3	-5	-3	-3	-3
COn1c(SCc2ccccc2)nc2ccccc2c1=O	0.9	1.1	13	99	12	/	-2	-2	/
CCOC(=O)c1nnn(-c2nonc2N)c1COc1cc(C)c(Cl)c(C)c1	1.1	0.9	/	93	1	0	4	9	14
Cc1[nH]n(-c2ccc([N+](=O)[O-])cc2)c(=O)c1C=NCCN1CCN(C(=O)c2ccccc2F)CC1	1	1.2	-4	114[fluorescence artefact?]	6	/	-7	-3[fluorescence artefact?]	/
CCOC(=O)N1CCN(C(=O)C2CCCCC2)CC1	/	0.9	-1	95	0	2	-7	6	-3
Brc1ccc(C2=CC(c3ccco3)n3ncnc3N2)cc1 (stereo unspecified)	1.1	0.7	-12	100	6	-1	-10	-7	-28
COc1ccccc1-c1nnc2n1N=C(C)CS2	1.2	1	-1	108	2	-1	-6	-8	-6
O=C1NC(c2cccs2)Nc2sc3c(c21)CCCC3 (stereo unspecified)	1.6	1.1	2	98[fluorescence artefact?]	3	1	15[fluorescence artefact?]	-2[fluorescence artefact?]	8
CC(=O)N1CCc2cc(S(=O)(=O)N3c4ccccc4CC3C)ccc21 (stereo unspecified)	1.2	0.7	-10	95	1	-4	-4	-2	-4

Entries above shown as hits in ERa SRC1 pot.
SMILES,MT1-MMP txn act,PLAP activator,ERa SRC1 pot,FAK inh,Mac1 fbg enh,ERb coact inh,ERa SRC1 inh,CD11b adhes inh
O=C(Nc1nc(-c2cc3ccccc3oc2=O)cs1)c1ccco1,1.2,1,280*[fluorescence artefact?],/,3,40,27,-6

For convenience, 2 of the compounds above.
SMILES	MT1-MMP txn act	PLAP activator	E coli WT exp	ERa SRC1 pot	FAK inh	Mac1 fbg enh	ERb coact inh	ERa SRC1 inh	CD11b adhes inh
O=C1NC(c2cccs2)Nc2sc3c(c21)CCCC3 (stereo unspecified)	1.6	1.1	2	98[fluorescence artefact?]	3	1	15[fluorescence artefact?]	-2[fluorescence artefact?]	8
CC(=O)N1CCc2cc(S(=O)(=O)N3c4ccccc4CC3C)ccc21 (stereo unspecified)	1.2	0.7	-10	95	1	-4	-4	-2	-4

Part of the list above, set out differently:
Each structure is followed by: MT1-MMP txn act, PLAP activator, E coli WT exp, ERa SRC1 pot, FAK inh, Mac1 fbg enh, ERb coact inh, ERa SRC1 inh, CD11b adhes inh
O=C1NC(c2cccs2)Nc2sc3c(c21)CCCC3 (stereo unspecified)
  1.6, 1.1, 2, 98[fluorescence artefact?], 3, 1, 15[fluorescence artefact?], -2[fluorescence artefact?], 8
CCOC(=O)N1CCN(c2c(NCCOC)c(=O)c2=O)CC1
  /, 1, -4, 126, -3, -5, -3, -3, -3
CC(=O)N1CCc2cc(S(=O)(=O)N3c4ccccc4CC3C)ccc21 (stereo unspecified)
  1.2, 0.7, -10, 95, 1, -4, -4, -2, -4
Brc1ccc(C2=CC(c3ccco3)n3ncnc3N2)cc1 (stereo unspecified)
  1.1, 0.7, -12, 100, 6, -1, -10, -7, -28

(continued)
SMILES	MT1-MMP txn act	PLAP activator	E coli WT exp	ERa SRC1 pot	FAK inh	Mac1 fbg enh	ERb coact inh	ERa SRC1 inh	CD11b adhes inh
CC(OC1=CC(=O)CCC1)C(=O)c1ccccc1 (stereo unspecified)	/	1.1	22	103	0	-5	-9	-6	-15
CCOC(=O)Nc1ccc2c(c1)N(C(=O)N(C)C)c1ccccc1CC2	1.1	1.6	2	103	-2	0	1[fluorescence artefact?]	7	-21
Cc1ccc(Cn2c(Sc3nnc(C)s3)nc3c2c(=O)[nH]c(=O)n3C)cc1	1	1.6	6	80	3	0	-13	-3	8
Cn1cnnc1SCC(=O)Nc1ccccc1C(=O)NC1CCCC1	1.1	0.8	-10	121	1	-5	-1	-3	2
O=C(CN1C(=O)NC2(CCc3ccccc32)C1=O)Nc1cc(C(F)(F)F)ccc1N1CCOCC1 (stereo unspecified)	1	1.4	/	119	/	-2	5	-6	-4
N#CC1=C2SCN(Cc3ccccc3)CN2C(=O)CC1c1cccs1 (stereo unspecified)	1.1	1.2	4	96	-4	-1	-8	-4	-3
Cn1c(C(=O)N(Cc2ccccc2)Cc2cccs2)cc2sccc21	1	1	-14	140	-2	-2	-5	-13	11
CCn1cnc2c1c(=O)n(Cc1csc(-c3ccccc3)n1)c(=O)n2Cc1ccccc1	1.1	1.5	-4	143	0	-1	14	-5	11
COc1ccc(S(=O)(=O)Nc2ccccn2)cc1OC	1.2	1.2	11	99	1	4	23	3	9
O=S(=O)(c1ccccc1)c1cnc(-c2cccnc2)nc1-c1ccc(Cl)c(Cl)c1	/	0.9	-6	/	2	8	/	/	-5
COC(=O)c1cc(NC(=O)CSc2nncn2C)cc(C(=O)OC)c1	1.2	0.9	3	108	-1	-2	-11	-4	-3
COc1ccc(OC)c(N(CC(=O)Nc2ccc(NC(C)=O)cc2)S(C)(=O)=O)c1	1.1	0.9	-2	87	0	2	24	15	-10
Cc1nc2sc(C(c3ccco3)N3CCN(c4ccccc4)CC3)c(O)n2n1 (stereo unspecified)	1	1.6	/	91	/	-4	-1	6	-54
COc1ccc2c(c1)CCCC21NC(=O)N(CC(N)=O)C1=O (stereo unspecified)	1.1	1	1	104	2	/	-3	-5	/
CCn1c(SCC(=O)Nc2ccccc2C(=O)OC)nnc1-c1ccoc1C	1.1	1	8	85[fluorescence artefact?]	-3	-6	17	7	-15
CC(C)(C)n1nc2c(c1NC(=O)c1ccc(S(=O)(=O)N3CCCC3)cc1)CS(=O)C2 (stereo unspecified)	1.3	1.2	-3	85	0	-2	-5[fluorescence artefact?]	-1[fluorescence artefact?]	-20
CCOCCOC(=O)COc1ccc(N2C(=O)c3ccccc3C2=O)cc1	1.1	1	1	134	/	-1	-2	1	-8
COc1ccc(-n2nnc3c(SCC(=O)NCC4CCCO4)ncnc32)cc1 (stereo unspecified)	1	1.1	6	118	-7	1	4[fluorescence artefact?]	-1[fluorescence artefact?]	-8
CC1(C)CC(=O)C(C=Nc2cccnc2)=C(O)C1	1.2	1	3	/	-1	2	/	/	-1
O=Cc1cn(-c2ccccc2)nc1-c1cc2cc(O)ccc2oc1=O	/	1.2	3	/	30*	2	/	/	32
CCCC(=O)Nc1cccc(NC(=O)CN2CCN(c3ccccc3OC)CC2)c1	1.1	1.9	4	126	/	-2	-1	99*[fluorescence artefact?]	14
CCOc1ccc(S(=O)(=O)N2c3ccccc3CC2C)cc1 (stereo unspecified)	0.5	1.1	-8	90	4	0	4	-10	22
O=c1c2c3c(sc2n2cnnc2n1CCc1ccccc1)CCCC3	1.2	1.4	-2	92	0	-2	-18	-9	0
O=C(CSc1nnc(C2COc3ccccc3O2)o1)NC1CCCCC1 (stereo unspecified)	1.2	1.1	7	105	/	-1	9	0	-4
COc1ccc2nc(NC(=O)CSc3nc4ccccc4o3)sc2c1	1.2	1.1	8	88	-10	4	24	35	15
CC1CCCN(C(=O)C(Cc2ccccc2)n2cccc2)C1 (stereo unspecified)	1.1	1.1	7	120	6	0	-6	-12	-18
COc1ccc(NC(=O)c2ccc3c(=O)n(Cc4ccco4)c(=S)[nH]c3c2)c(OC)c1	1	1.1	-17	110[fluorescence artefact?]	-2	1	13	73*[fluorescence artefact?]	3
Cc1cc(C(F)(F)F)nn1CC(=O)N1CCCC1	1	1	-1	/	1	-9	/	/	-12
Cc1nn(Cc2ccccc2Cl)c(C)c1C(=O)N1CCN(c2ccccc2)CC1	1	1.6	6	73	-1	0	-3	6	-24
Cc1cccc(NC(=O)C2CCCN(S(=O)(=O)c3c(C)nn(C)c3C)C2)n1 (stereo unspecified)	1	1	2	107	/	10	-3	3	7
